PREPL inhibitor – inhibitors of human prolyl oligopeptidase-like enzyme PREPL | recombinant PREPL, fluorescence polarization activity-based probe | inhibition, % at 5.96 µM | hit rate 0.68% among 320,000 | AID 2751; in the data active means inhibition above about 43%;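 further: 0% = enzyme with DMSO and 100% = wells lacking enzyme; many of its hits are not listed in these tables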
LYPLA2 counter – blocks human lysophospholipase 2, a PME1 counter-screen; recombinant LYPLA2, FP-Rh probe fluorescence polarization; inhibition, % at 5.9 µM; hit rate 0.38% among 320,000; AID 2177;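 active means inhibition above the screen-wide mean plus 3 SD, limit set per campaign, cut at about 26% in these data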;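 further: 0% = LYPLA2 with DMSO and 100% = wells lacking LYPLA2 enzyme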
Target sequence (O95372 whole entry, looked up): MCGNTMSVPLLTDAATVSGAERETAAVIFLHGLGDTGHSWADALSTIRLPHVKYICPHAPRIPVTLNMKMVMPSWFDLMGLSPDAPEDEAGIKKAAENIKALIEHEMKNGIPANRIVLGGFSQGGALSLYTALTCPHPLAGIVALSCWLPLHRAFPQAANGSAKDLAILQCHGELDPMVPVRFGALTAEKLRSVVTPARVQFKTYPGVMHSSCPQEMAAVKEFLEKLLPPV
JMJD2C inh – inhibitors of human GASC-1 (JMJD2C) demethylase; hit rate 0.069% among 330,000; AID 2099; Q9H3R0; GST-JMJD2C(1-420) H3K9me3 demethylation, DELFIA europium; inhibition, % at 2.35 µM;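 active means more than half of a compound's replicate wells show inhibition beyond 50%, single wells judged on their own value; inconclusive means some, but no more than half, of replicates pass 50% inhibition; inactive means no replicate passes 50% inhibition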;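 further: signal counts dimethyl H3K9 product captured on neutravidin plate; 0% = median of DMSO wells and 100% = 0.3 times that DMSO median; strong numbers were not always called active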
Target sequence (Q9H3R0 1-420 limits assumed): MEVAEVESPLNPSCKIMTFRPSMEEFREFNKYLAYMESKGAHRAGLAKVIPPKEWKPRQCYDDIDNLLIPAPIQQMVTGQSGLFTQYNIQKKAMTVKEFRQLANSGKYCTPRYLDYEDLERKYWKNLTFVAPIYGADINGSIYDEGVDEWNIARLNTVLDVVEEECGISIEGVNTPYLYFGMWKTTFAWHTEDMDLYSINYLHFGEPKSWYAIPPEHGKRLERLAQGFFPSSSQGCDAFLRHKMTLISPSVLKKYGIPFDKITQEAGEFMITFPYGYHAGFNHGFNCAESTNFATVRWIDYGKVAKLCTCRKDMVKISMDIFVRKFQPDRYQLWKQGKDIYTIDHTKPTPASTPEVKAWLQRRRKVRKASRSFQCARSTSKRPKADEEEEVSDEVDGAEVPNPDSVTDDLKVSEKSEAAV
core dimer inh – HCV core protein dimerization inhibition. TR-FRET GST/Flag-core106 dimerization, 1536-well. inhibition, % at 5 µM. hit rate 0.33% among 300,000;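 active means inhibition above the mean of all tested compounds plus 3 SD, set per screening campaign, cut at about 45% in these data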
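Material: GST/Flag-tagged HCV core106 proteins. Incubation: 4 h, 22.5 °C incubation. Read-out basis: inhibition (%) from 671 over 617 nm ratio. Measured by: TR-FRET, excitation 340 nm, emission 617 and 671 nm.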
TPT1 inhibitor – inhibitors of Candida albicans tRNA 2'-phosphotransferase TPT1. recombinant caTPT1, FP RNA substrate dephosphorylation. inhibition, % at 5 µM. hit rate 0.81% among 300,000;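 active means inhibition above the mean of all tested compounds plus 3 SD, set per screening campaign, cut at about 24% in these data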;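 further: plate controls were DMSO alone for no effect and ferristatin control at 100 nM for full effect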
PP5 primary – blocks human protein phosphatase 5 activity. P53041. purified PP5c, OMFP substrate fluorescence. inhibition, % at 6.7 µM. hit rate 0.18% among 320,000;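 active means inhibition above the campaign's mean inhibition across all tested compounds plus 3 SD, cut at about 9.5% in these data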;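 further: 0% = DMSO only and 100% = 100 µM cantharidin control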
Efflux pump inh – antifungal efflux pump inhibition, Nile Red retention; S. cerevisiae Candida pump triplex; AID 485275; hit rate 0.44% among 330,000; inhibition, % at 10 µM;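 active means plate passing quality check with inhibition over a set limit, or well fluorescence over plate mean plus 4 SD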;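 further: Nile Red retained in pooled yeast measured as flow cytometry median fluorescence; 0% = buffer negative control and 100% = Enniatin B positive control; higher means more Nile Red kept so more efflux inhibition; some compounds called inactive have numbers as strong as hits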
PP1 inh – PP1-alpha (human) inhibition in PP5 counter-screen | P62136 | purified PP1alpha, OMFP fluorescence | inhibition, % at 6.7 µM | hit rate 0.9% among 320,000 | AID 2235;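 active means inhibition above the mean inhibition of all tested compounds plus 3 SD, computed separately for each screening campaign, cut at about 15% in these data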
Target sequence (P62136 whole entry, looked up): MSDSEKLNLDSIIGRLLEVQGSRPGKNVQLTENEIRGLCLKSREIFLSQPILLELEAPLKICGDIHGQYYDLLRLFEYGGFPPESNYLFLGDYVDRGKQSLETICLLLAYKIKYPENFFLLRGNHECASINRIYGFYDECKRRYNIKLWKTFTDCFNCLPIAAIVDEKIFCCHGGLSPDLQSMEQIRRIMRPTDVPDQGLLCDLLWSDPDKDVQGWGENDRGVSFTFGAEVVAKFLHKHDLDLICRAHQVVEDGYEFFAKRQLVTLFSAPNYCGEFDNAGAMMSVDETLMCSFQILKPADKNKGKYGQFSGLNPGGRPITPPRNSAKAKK
Fh CTSL1 inh – cathepsin L1 inhibition, PFM18AAP counter-screen | recombinant F. hepatica cathepsin L1, Z-Leu-Arg-MCA fluorescence | inhibition, % at 5.96 µM | hit rate 0.49% among 300,000;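 active means inhibition above the mean of all tested compounds plus 3 SD, set per screening campaign, cut at about 17% in these data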;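 further: 0% = plate median of test compound wells and 100% = 1 µM Z-Phe-Ala-diazomethylketone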
* = called active by the depositor; ? = inconclusive; · = not tested or not shown.

SMILES	PREPL inhibitor	LYPLA2 counter	JMJD2C inh	core dimer inh	TPT1 inhibitor	PP5 primary	Efflux pump inh	PP1 inh	Fh CTSL1 inh
CCOC(=O)c1ccc(N=NN(C)C)cc1	25	1	8	-7	-3	-3.2	-0.1	-5	4
N#C/C(=C\c1c(Oc2ccccc2F)nc2ccccn2c1=O)C(=O)NC1CCS(=O)(=O)C1 (stereo not given)	12	8	-6	3	-4	2.6	0.0	1	1
CC(C)=CCN1CCN(Cc2cnc(C)s2)CC1CCO (stereo not given)	10	2	-14	-2	-1	0.6	0.1	-3	2
CN1CCN(C2Cc3cc(Cl)ccc3Sc3cc(F)ccc32)CC1 (stereo not given)	-11	-3	-16	-4	2	5.7	-0.1	3	0
Cc1nc2cc(NC(=O)NC(C)(C)C)ccc2n1C	1	-7	3	1	0	0.0	0.0	1	-2
CC(=O)c1ccc(NC(=S)NCc2ccco2)cc1	9	11	-12	-5	3	1.0	0.0	1	1
c1cncc(-c2cn(C[C@H]3CC[C@@H]([C@@H]4CC[C@H](Cn5cc(-c6cccnc6)nn5)O4)O3)nn2)c1	17	6	2	3	-4	-2.0	-0.1	-1	-2
C[C@H]1C=C(C(=O)NCc2nc3ccccc3[nH]2)O[C@@H](OCc2ccc(CO)cc2)C1	5	-3	-4	-13	0	-3.1	0.1	-5	0
C=CCOc1ccc(/C=C/C(=O)OCC(=O)NC2CCCCCC2)cc1	0	8	-4	-2	-3	1.2	0.2	-2	-1
COc1ccc(N2C(=S)NC3CS(=O)(=O)CC32)cc1 (stereo not given)	-6	4	-4	0	1	2.6	0.2	-5	-1
C/C(=N/NC(=O)C(O)(c1ccccc1)c1ccccc1)c1ccc([N+](=O)[O-])o1	14	3	5	0	-2	1.3	0.0	-4	-2
C=CCn1c(SCC(=O)Nc2ccc(F)cc2F)nnc1-c1cnccn1	7	3	8	10	0	-0.4	1.0	2	-1
Cn1c(N)c(C(=O)COC(=O)c2cnc(Cl)c(Cl)c2)c(=O)n(C)c1=O	10	-2	0	-3	1	-1.3	0.0	7	0
CCCCNc1cc(NC(C)=O)cc2cc(OC)c(OC)cc12	10	-8	3	-60	70*	4.9	0.1	-1	-1
O=c1cc(CSc2nnc(NC3CCCCC3)s2)nc2sccn12	4	19	16	2	0	2.5	0.1	-2	-2
COc1ccc(CC(=O)N2CCN(c3ccccn3)CC2)cc1OC	7	-1	1	-3	-5	5.3	0.1	-1	1
Cc1nc2ccc(NC(=O)c3ccc(Cl)c(S(=O)(=O)N(C)c4ccccc4)c3)cc2s1	-25	-90	-2	7	0	3.5	0.3	2	-2
COC(=O)c1sccc1N(C)S(C)(=O)=O	3	-7	-17	-1	0	1.6	0.1	2	0
CCCn1nc(CC(=O)O)c2ccccc2c1=O	-1	1	13	-4	-6	0.8	0.1	-4	-3
C/C(=N\Nc1ccc([N+](=O)[O-])cc1)c1ccc(N2CCOCC2)cc1	10	6	-4	-3	31*	1.1	-0.1	-4	5
O=C(COc1ccc(Br)cc1)N/N=C1/SCC(=O)N1Cc1ccccc1	-1	12	0	4	-2	2.2	-0.2	-2	-1
O=C(Nc1ccccc1)[C@@H]1CC=C[C@@H]2CCN(Cc3ccc(Cl)c(Cl)c3)C(=O)[C@@H]21	-52	4	-13	-7	-1	0.6	0.0	0	1
COc1cc(C(=O)OCC(=O)Nc2ccc(OC(F)F)cc2)cc(OC)c1OC	11	-4	20	-2	-4	3.2	0.2	-3	-3
Cc1cccc(N2CCCC2=Nc2ccc(Br)cc2C#N)c1	10	-6	-1	12	-4	3.0	-0.1	5	2
Cc1noc(C)c1COC(=O)c1ccc2c(c1)OCCO2	-3	-7	·	5	-6	0.8	0.0	2	-2

The list goes on, overlapping the part above by 2 compounds.
SMILES	PREPL inhibitor	LYPLA2 counter	JMJD2C inh	core dimer inh	TPT1 inhibitor	PP5 primary	Efflux pump inh	PP1 inh	Fh CTSL1 inh
Cc1cccc(N2CCCC2=Nc2ccc(Br)cc2C#N)c1	10	-6	-1	12	-4	3.0	-0.1	5	2
Cc1noc(C)c1COC(=O)c1ccc2c(c1)OCCO2	-3	-7	·	5	-6	0.8	0.0	2	-2
Cc1cc(F)ccc1NCC(=O)Nc1ccc(Br)cc1C	-17	1	-1	1	-4	1.0	1.1	1	-2
O=C(CNC(=O)c1ccc(Cl)cc1)OCCN1C(=O)c2ccccc2C1=O	-7	-5	·	·	·	1.5	-0.1	-2	·
CC(C)=CCc1c(O)cc(O)c2c(=O)c3c(CC=C(C)C)c(O)ccc3oc12	2	-19	5	4	3	5.5	0.0	0	-2
Cc1ccnc(NC(=O)CCC(=O)c2cccs2)c1	11	-6	2	15	4	-0.2	0.2	2	-9
Nc1c(Cl)c(Cl)nc(C(=O)OCC(=O)N2CCCC2=O)c1Cl	-12	2	1	-2	-6	0.1	-0.2	-2	-5
O=C(Cn1nnc(-c2ccc3c(c2)OCO3)n1)Nc1ccccc1C(=O)O	6	7	-6	8	-1	1.6	0.1	-2	3
COc1ccc(CNC(=O)CCNS(=O)(=O)c2ccc3c(c2)oc(=O)n3C)cc1	18	-8	-6	-1	0	-4.4	0.1	-7	0
CCOc1ccc(NCc2cccn2-c2nnc(N3CCC(C(=O)NCCCN4CCCCC4)CC3)s2)cc1	17	-3	13	-6	1	1.8	-0.1	0	-4
COc1cc(/C=N\NC(=O)Cn2nnc3ccccc32)cc(OC)c1OC	11	4	-4	1	-5	3.8	0.4	-2	-1
Cn1nc(-c2ccc(Cl)cc2)c2cc(C(=O)N3CCOCC3)sc21	3	0	4	6	-3	0.8	-0.2	-1	0
O=C(CN1C(=O)COc2ccc(S(=O)(=O)N3CCCCC3)cc21)NCc1ccc(F)cc1	9	-1	1	-2	3	2.5	0.2	3	0
COc1cc(NC(=S)NCCc2ccccc2)c(OC)cc1NC(=O)CC(C)C	17	1	-10	-2	0	-0.2	-0.1	-2	-2
O=[N+]([O-])c1ccc(/C=C/c2ccc3cccc([N+](=O)[O-])c3n2)cc1	11	0	-1	30	2	-6.6	0.2	7	8
CCCCN(CC)c1nc(-c2ccncc2)nc2ccccc12	10	-1	-5	-6	1	6.1	0.3	8	1
O=C(CSC1=NC(=O)C(c2ccccc2)C(=O)N1)Nc1ccccc1[N+](=O)[O-] (stereo not given)	-10	1	-20	-2	-4	-1.4	-0.1	0	0
COc1ccccc1N(CC(N)=O)S(=O)(=O)c1ccc(C)cc1	9	2	-6	-1	-5	0.9	-0.1	-6	1
Oc1c(Br)cc(Br)cc1CNc1ccccn1	-2	5	8	2	0	0.6	0.2	-1	2
Cc1cc(C)n(-c2ccc(C(=O)Nc3nnc(C)s3)cc2)n1	20	0	4	-1	-2	0.6	-0.1	2	8
COc1cccc(/C=C/C(=O)OCC(=O)Nc2ccc3[nH]c(=O)[nH]c3c2)c1OC	3	-2	-2	0	-3	-0.3	0.1	0	-7
COc1ccc(OC)c(S(=O)(=O)N2c3ccccc3CC2C)c1 (stereo not given)	-5	1	3	4	2	1.2	0.0	0	-4
CC(C)(C)OC(=O)N1CCC(C(N)=O)CC1	-10	-4	6	0	-2	-2.1	-0.1	-2	-2
CC(=O)Nc1ccc(S(=O)(=O)N2CCN(Cc3cccc([N+](=O)[O-])c3)CC2)cc1	10	8	-8	0	-1	0.1	-0.1	-1	-1
CC(=O)Nc1ccc(S(=O)(=O)NCc2ccc(C(=O)NCCCN3CCC(C)CC3)cc2)cc1	-6	-1	2	4	-2	1.5	0.2	-2	-2
Nc1nc(SCc2ccccc2)n[nH]1	1	-5	-3	1	0	1.0	0.1	-1	-1
COc1ccc(C(=O)Nc2ncccc2C)cc1S(=O)(=O)N1CCOCC1	5	-2	5	-11	-1	-0.2	-0.1	-6	4

(cont.)
SMILES	PREPL inhibitor	LYPLA2 counter	JMJD2C inh	core dimer inh	TPT1 inhibitor	PP5 primary	Efflux pump inh	PP1 inh	Fh CTSL1 inh
CCCCNC(=O)O[C@@H]1C[C@H]2CCC(=O)N3CC[C@@H](C1)[C@@H]23	9	5	-7	-8	1	2.1	0.1	-1	0
Cc1ccc(NC(=O)CSc2ccccc2)cc1S(=O)(=O)N1CCCCC1	12	-1	-5	·	·	4.5	-0.3	0	·
CC1(c2nnc(-c3cccc(Cl)c3)o2)CC(c2ccc(F)cc2)=NO1 (stereo not given)	-23	4	-3	-2	2	4.0	·	0	-2
Cc1c(C(=O)NCc2cccs2)oc2ccc(Br)cc12	11	1	-5	3	-2	0.8	0.1	4	1
Cc1ccc(N(CC(=O)Nc2ccc(-c3nc4ccc(C)cc4s3)cc2)S(C)(=O)=O)cc1	2	-27	21	4	4	-5.5	0.2	-10	1
O=C1c2ccccc2C(=O)N1CN(C(=O)COc1ccccc1)c1ccccc1	3	-3	12	13	1	1.6	0.2	1	-6
CCC1CCCCN1C(=O)CNCC1CCCO1 (stereo not given)	-8	5	3	-3	-2	0.2	0.0	2	2
O=C(NC1CCCCC1)c1c2c(nc3ccccc13)CCC2	7	4	4	16	2	-1.4	0.0	-3	-1
Cc1cccc(NC(=O)Cc2coc3ccc4ccccc4c23)n1	7	-5	5	-1	-2	3.5	0.0	1	0
CC(C)(c1ccccc1)c1ccc(OCCN2CCCC2)cc1	-74	-3	14	-5	2	2.1	0.0	-4	0
CC(C)(CNC(=O)CCNC(=O)c1ccc(Br)cc1)N1CCOCC1	0	-2	2	-6	-2	1.2	-0.2	0	-2
O=C1CC(Nc2ccc(N3CCOCC3)cc2)C(=O)N1CCc1ccccc1 (stereo not given)	19	0	-10	5	-2	2.9	0.1	8	-2
O=C(N/C(=C\c1ccco1)C(=O)N1CCOCC1)c1ccco1	2	-5	-11	-2	-10	-3.0	-0.1	-7	-4
COc1cc(/C=C/C(=O)O)cc(S(=O)(=O)N2CCc3ccccc3C2)c1OC	13	0	-8	5	5	1.4	0.3	-4	-4
Fc1ccccc1C1CC(c2ccco2)=Nc2ccccc2S1 (stereo not given)	-1	7	3	3	0	0.2	-0.1	-2	0
CCOc1ccc(NC(=O)/C(C=Nc2ccccc2)=C(\C)O)cc1	8	1	8	-5	0	1.8	0.0	2	3
O=C(NNC(=O)c1cc2ccccc2cc1O)Nc1ccccc1F	29	-8	9	-11	4	-1.0	-0.2	2	3
CCOC(=O)c1c(S(=O)(=O)N2CCCC(C)C2)c(C)n(C)c1C (stereo not given)	14	1	-1	-6	-6	-0.4	0.1	0	-1
O=S(=O)(Nc1cccnc1)c1cccc(C(F)(F)F)c1	18	-11	-22	1	0	1.7	0.2	-2	-8
O=C(Nc1cccnc1)C1CCN(S(=O)(=O)c2cccs2)CC1	1	-5	11	-2	0	0.2	-0.1	-3	3
COc1ccc(/C=N/NC(=O)c2[nH]c3ccc(Cl)cc3c2-c2ccccc2)c(C(=O)O)c1OC	-1	-12	?	8	-6	-0.9	-0.3	3	3
COc1ccc(N2CCN(C(=O)CNC(=O)Cc3ccccc3)CC2)cc1	5	-2	5	7	2	-1.6	0.0	-3	-1
Cc1ccc(S(=O)(=O)Nc2ccc(O)c(Sc3ncn[nH]3)c2)cc1	10	-7	12	0	-1	3.2	2.0*	-7	-6
CCn1nc(C)c(/C=N/NC(=O)c2nc3nc(C)cc(C)n3n2)c1C	3	7	-2	-12	-1	-1.5	-0.1	-6	5
CC(=O)Nc1ccc2oc(-c3ccccc3)nc2c1	7	1	2	-2	-2	-2.4	0.0	-2	-1
Cc1cc([N+](=O)[O-])ccc1NC(=O)CSc1nnc(C)n1C	6	3	36	-9	5	5.7	0.3	-2	-3

From PubChem

Only part of the results is shown; count on the stated rates, not on these rows.
